Screening data from PubChem BioAssay.
KDM5B inhibitor – inhibitors of human KDM5B histone demethylase; Q9UGL1; KDM5B demethylase, FDH-coupled NADH fluorescence (FDH is formaldehyde dehydrogenase); Potency, µM (top dose mostly 57.7 µM), for the others: at the top dose activity change, negative = inhibition, actives largely listed as inhibitors; actives 2.6% (n = 220,000); AID 1347165; active means well fitted inhibition curve with a large enough effect; inconclusive means small, poorly fitted or top-dose-only effect; inactive means no such curve, though single readings can be large or run the other way; further: 0% is about no effect; nearly all actives have a fitted effect of over 70% in size
Target sequence (Q9UGL1 whole entry, looked up): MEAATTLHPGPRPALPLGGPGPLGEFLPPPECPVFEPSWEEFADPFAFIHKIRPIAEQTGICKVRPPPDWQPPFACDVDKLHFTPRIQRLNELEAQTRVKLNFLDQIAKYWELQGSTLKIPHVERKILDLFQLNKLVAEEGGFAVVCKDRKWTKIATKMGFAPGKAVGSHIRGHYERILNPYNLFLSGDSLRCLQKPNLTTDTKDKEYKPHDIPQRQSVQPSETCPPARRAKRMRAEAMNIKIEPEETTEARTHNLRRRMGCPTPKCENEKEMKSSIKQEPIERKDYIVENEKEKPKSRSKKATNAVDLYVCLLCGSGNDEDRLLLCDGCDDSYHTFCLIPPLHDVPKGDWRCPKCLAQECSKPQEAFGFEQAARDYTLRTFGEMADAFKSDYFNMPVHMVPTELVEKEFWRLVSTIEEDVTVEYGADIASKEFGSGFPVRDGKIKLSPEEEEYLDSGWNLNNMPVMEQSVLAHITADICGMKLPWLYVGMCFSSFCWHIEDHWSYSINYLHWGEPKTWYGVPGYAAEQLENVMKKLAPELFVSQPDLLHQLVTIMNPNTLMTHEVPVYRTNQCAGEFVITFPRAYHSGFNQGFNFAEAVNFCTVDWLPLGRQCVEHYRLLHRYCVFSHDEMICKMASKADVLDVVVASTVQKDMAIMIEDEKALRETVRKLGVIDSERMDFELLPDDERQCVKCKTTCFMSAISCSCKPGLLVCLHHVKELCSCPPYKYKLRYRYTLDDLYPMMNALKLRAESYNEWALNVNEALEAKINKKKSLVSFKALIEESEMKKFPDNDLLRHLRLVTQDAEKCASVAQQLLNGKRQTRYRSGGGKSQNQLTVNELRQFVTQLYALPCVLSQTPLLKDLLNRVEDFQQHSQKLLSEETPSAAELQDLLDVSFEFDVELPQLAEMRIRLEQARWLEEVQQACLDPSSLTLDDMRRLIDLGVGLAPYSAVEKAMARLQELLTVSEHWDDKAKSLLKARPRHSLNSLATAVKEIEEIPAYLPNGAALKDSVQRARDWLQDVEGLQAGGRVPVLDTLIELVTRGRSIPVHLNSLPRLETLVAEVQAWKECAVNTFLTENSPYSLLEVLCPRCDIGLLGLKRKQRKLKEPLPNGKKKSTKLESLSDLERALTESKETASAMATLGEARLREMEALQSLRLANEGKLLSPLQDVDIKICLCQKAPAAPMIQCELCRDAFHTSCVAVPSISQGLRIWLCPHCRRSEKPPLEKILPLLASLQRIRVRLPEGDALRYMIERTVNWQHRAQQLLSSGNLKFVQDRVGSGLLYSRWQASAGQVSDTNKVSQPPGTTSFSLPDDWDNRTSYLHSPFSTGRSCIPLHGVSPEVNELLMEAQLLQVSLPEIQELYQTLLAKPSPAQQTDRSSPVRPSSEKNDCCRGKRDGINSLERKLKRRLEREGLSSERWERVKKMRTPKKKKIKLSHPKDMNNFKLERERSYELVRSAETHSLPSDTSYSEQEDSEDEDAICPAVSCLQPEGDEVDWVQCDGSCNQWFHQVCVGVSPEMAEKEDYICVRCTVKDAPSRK
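Compound dilutions met 200 nM (final) KDM5BΔAP for 10 min at room temperature before substrate addition. The substrate mix held 12.5 µM H3K4me3 with cofactors 25 µM α-ketoglutarate and 50 µM Fe²⁺. NADH signal gain over 30 min defined activity.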
The depositor's hits bear a star; i = inactive; ? = inconclusive; & = joins results of further samples; [ ] = another dose, or the depositor's remark. Potency means the concentration at half of the fitted maximal effect.

SMILES	KDM5B inhibitor
CCN(CCc1nc2ccc(F)cc2[nH]1)C(=O)c1cc2n(n1)CCN(C)C2	-1%
CCc1cccc(N2C(=O)CS(=O)(=O)C23C(=O)N(Cc2ccccc2)c2ccc(C)cc23)c1 (stereo unspecified)	-12%
O=C(CSc1nnnn1-c1ccccc1)N1CCN(CC(=O)N2CCCC2)CC1	0%
COc1cccc(/C=N/n2cnc3c(cnn3-c3ccccc3)c2=O)c1	6%
CCCc1cc(=O)oc2cc(OC(C)C(=O)Nc3cc(C)on3)ccc12 (stereo unspecified)	?
CCCc1cc(=O)oc2cc(OCC(=O)c3ccccc3)ccc12	10%
Fc1ccc2nc(C3CCN(Cc4nc(COc5ccccc5)no4)CC3)[nH]c2c1	-26%
COc1ccc2ncc3c(-c4ccc(C)c(C)c4)nn(CC(=O)NC4CCCCC4)c3c2c1	-3%
CC(C)n1cnc2cc(NCc3ccccn3)ccc21	?
Cc1ccc(NC(=O)Cn2nc3n(c2=O)CCCCC3)cc1Cl	-7%
O=C(NCc1csc(-c2cccs2)n1)C1CC1	-9%
CC(C)N(Cc1ccccc1)C(=O)COC(=O)c1ccc(F)cc1Cl	-14%
COC(=O)c1c(NC(C)=O)c2c3c(sc2n1Cc1cc(C)ccc1C)CCCC3	-10%
COc1cccc(CC(=O)N2CCC(n3cc(-c4nc(-c5ccccc5)no4)nn3)CC2)c1	-1%
COc1ccc(OCC(=O)Nc2ncc(-c3ccc(OC)nc3)c3c2OCC3)cc1	5%[86.2 µM]
Cc1cc(C(=O)N2C[C@@H](C)[C@H](c3nc(-c4ccccc4)no3)C2)n[nH]1	-30%
COCCC(=O)N1CCC(C2CCN(S(C)(=O)=O)CC2)C1 (stereo unspecified)	17%
COc1cccc(COC2CN(C(=O)CCc3cccs3)CC(=O)N(Cc3ccccn3)C2)c1 (stereo unspecified)	-14%
CCc1ccc(C(NS(=O)(=O)c2cccs2)c2cccs2)cc1 (stereo unspecified)	-1%
C/C(=N/Nc1ccc(S(=O)(=O)Nc2ccc(Cl)cc2)cc1[N+](=O)[O-])c1ccco1	-13%
O=C1NC2(CCCCC2)NN1c1ccc(Br)cc1	2%
CS(=O)(=O)c1ccc2nc(NC(=O)c3ccc(NS(=O)(=O)c4cccc([N+](=O)[O-])c4)cc3)sc2c1	-2%
Nc1ccc2ncnc(N3CCCC3)c2c1	28µM*
COc1ccc(Cl)cc1S(=O)(=O)Nc1ccc2c(c1)n(C)c(=O)n2C	-16%
O=C(O)c1ccc(CN2CCC[C@H]2c2nc(-c3ccc(-c4cncnc4)nc3)no2)cc1	-13%[86.2 µM]
COc1c(CC2CC(c3ccc(F)cc3)=NO2)cc2c(c1OC)OCO2 (stereo unspecified)	-13%
COc1ccc(CNC(=O)c2ccc(Cn3c(=O)c4cccn4c4cccnc43)cc2)c(OC)c1	4%
CN(C(=O)c1cnc(N2CCOCC2)c2ccccc12)c1ccccc1Cl	-9%
CCOC(=O)C1(Cc2cccc(OC)c2)CCCN(C(=O)CCN2CCCO2)C1 (stereo unspecified)	1%
O=C(N[C@H]1C[C@@H]2OCC[C@H]12)c1cccnc1SCCc1ccccc1	-13%
CN1C(C(=O)c2ccccc2)=C(NC(=O)c2ccc(F)cc2)c2ccccc2S1(=O)=O	?
COc1ccc2c(c1)C(=O)CC(c1ccc3c(c1)OCCO3)O2 (stereo unspecified)	?
COCC(=O)N[C@@H]1CN(Cc2c(F)cccc2Cl)C[C@H]1CO	-25%
O=C(NCc1ccccc1Cl)C(=O)Nc1ccccc1	14%
COc1cc(OC)cc(C(=O)N2CC(c3noc(-c4ccccc4)n3)C2)c1	-8%
Cc1cccc(-c2noc(-c3ccc(NCc4cccnc4)c([N+](=O)[O-])c3)n2)c1	2%
CC1=C[C@@H](CNC(=O)C2CC2)[C@H](C(C)C)C[C@H]1CC(=O)Nc1ccccn1	-6%[86.2 µM]
Cc1cccc(N2C(N)=C(C#N)C3(C(=O)N(Cc4cccc(F)c4)c4ccccc43)C3=C2COC3=O)c1 (stereo unspecified)	?
CC(C)Nc1ccc(-c2nc(-c3ccncc3)no2)cc1[N+](=O)[O-]	6%
COc1ccc(C(=O)c2c(N)c(C#N)c3n2CCC3)cc1	4%
COc1cc(NC2=N[C@H]3[C@@H](O)[C@H](O)C[C@H](C(=O)N(C)Cc4ccccc4)[C@H]3S2)cc(OC)c1	-2%
COC(=O)c1ccc(C(=O)NCCc2ccccc2)cc1	-11%
CC(C)NC(=O)N1CCC(c2nc(C3CCOCC3)no2)CC1	12%
CC(C)c1ccccc1NC(=O)/C=C/c1c(F)cccc1Cl	-2%
COC(=O)c1ccc(OC(=O)c2cc(-c3cccs3)nc3ccccc23)cc1	?
CCCC(=O)N1CCC2(CC1)NCCc1c2[nH]c2ccc(OC)cc12	?
Nc1cccc(C(=O)/C=C/c2ccc(F)cc2)c1	-13%
CC(C)c1ccc2oc(-c3ccc(N)cc3O)nc2c1	?
COc1ccc(CCNC(=O)CCCn2c(=O)c3ccccc3n(CC(=O)Nc3ccccc3C)c2=O)cc1OC	-12%
CC(C)N1CCC(CNC(=O)c2cc3ccccc3n2C)C1 (stereo unspecified)	4%
COCC(=O)NC1CCC12CCN(C(=O)Nc1ccccc1F)CC2 (stereo unspecified)	-9%
CC1=C(C(=O)Nc2ccccc2C)C(c2cccnc2)n2nc(SCc3ccccc3)nc2N1 (stereo unspecified)	4%
COCCn1c2c(c(=O)n1-c1ccccc1)CCN(C(=O)c1cccc(C#N)c1)C2	8%[86.2 µM]
COc1ccc(CNCC(=O)O)cc1	14%
COCCn1cnnc1SCCOc1ccc(F)cc1	-1%
COc1ccccc1NC(=O)c1cc2c(=O)n3ccccc3nc2n1Cc1ccccc1	?
CCN1C(=O)c2ccccc2S(=O)c2ccc(C(=O)NCc3ccc(F)cc3)cc21 (stereo unspecified)	-3%
O=C1C(=O)N(C2CCCC2)C(=O)N1Cc1ncc(-c2ccc(Cl)cc2)o1	-2%
O=C(Nc1ccc(CN2CCCC2)cc1)c1n[nH]c2ccccc12	4%
CCOc1ccc(NC(=O)CCc2c(C)nc3cc(-c4ccc(Cl)cc4)nn3c2C)cc1	?

The results go on.
SMILES	KDM5B inhibitor
O=C(c1cccc(O)c1)N1CCc2c(n(Cc3cccnc3)n(-c3ccccc3)c2=O)C1	5%[86.2 µM]
CCCNC(=O)c1coc(COc2ccc3c(c2)C(c2cccc(C)c2)N(C(=O)C2CC2)CC3)n1 (stereo unspecified)	-5%
Cc1cnc(C2CC2)n1C1CCCN(C(=O)C2CC2)C1 (stereo unspecified)	-5%
COc1cccc(C(=O)N2C(C(=O)NCC(C)C)COC23CCN(C(=O)c2cccc(F)c2)CC3)c1 (stereo unspecified)	14%
CC(C)c1ccc(-n2cc(CN3CCCC(O)(CN(C)C)C3)cn2)cc1 (stereo unspecified)	19%
CCCc1nc(NCc2ccc(-c3noc(C)n3)cc2)c2cnn(C)c2n1	-4%
COc1ccc(Nc2nc3ccccc3nc2NS(=O)(=O)c2ccc(Cl)cc2)cc1OC	-16%&-28%
COc1cccc(/C=C(\C#N)c2nc3ccccc3[nH]2)c1OC	?
O=C(NCc1ccc(Cl)nc1)c1cc2cccnn2n1	35µM*
COCCn1c(C)nnc1-c1cc(-c2ccnc(OC)c2)ccn1	?
O=C(N/N=C/c1ccc(OCCCOc2ccccc2Cl)cc1)c1cccc(Cl)c1	15%
CCOC(=O)Cn1cnc2onc(-c3ccc(F)cc3)c2c1=O	-15%
O=c1oc2cc(O)ccc2cc1-c1nnc(Nc2ccc(Cl)cc2Cl)s1	62%[activator]
COc1ccc([C@@H]2CC(=O)C3=C(C2)Nc2[nH][nH]c(=O)c2[C@H]3c2ccccc2C(F)(F)F)cc1OC	13%
CCOC(=O)c1c(NC(=O)/C=C/c2ccc(OCC)cc2)sc2c1CCCC2	5%
COc1ccccc1-c1cc(C(=O)NCc2c(C)cc(C)[nH]c2=O)c2c(c1)ncn2C	?
CCCCn1c(=O)n(CC(=O)Nc2ccc3c(c2)CCC3)c(=O)c2c1ncn2Cc1ccco1	-19%
CCN1CCN(Cc2cc(=O)oc3cc(C)cc(O)c23)CC1	-1%
COc1ccc(N2CCN(C(=O)CCCCn3c(=O)[nH]c4ccsc4c3=O)CC2)cc1	-22%
COc1ccc(OC)c(S(=O)(=O)N2CCN(c3ncccn3)CC2)c1	7%
CCn1cc2nc(SCC(=O)Nc3ccccc3F)n(Cc3ccc(C)cc3)c(=O)c2n1	-19%
CCOC(=O)Cc1csc(SC(C)C(=O)NCC(=O)Nc2ccc(F)c(F)c2F)n1 (stereo unspecified)	-18%
CC(C)(C)N1CC(c2nc3ccccc3n2Cc2cccc3ccccc23)CC1=O (stereo unspecified)	-17%
COc1ccc(CCC(=O)N2CCCCCCNC(=O)[C@@H]3CCCC[C@@H]32)cc1	-18%
O=C1CC(=O)Nc2cc(S(=O)(=O)N3CCOc4ccc(Cl)cc43)ccc2N1	-10%
CN(CC(=O)Nc1c(Cl)cccc1Cl)C(=O)c1cccc(-n2cccc2)c1	18%
COCC1CN(C(C)=O)CC12CCN(Cc1cccc(C#N)c1)CC2 (stereo unspecified)	?
COc1cc(NC(=O)c2ccc(C)cc2)ccc1NC(=O)c1cc2ccccc2o1	-20%
COc1ccc(-c2noc([C@@H]3CCCN3C(=O)c3ccc(OC)c(OC)c3)n2)cc1	-8%
COc1cc(-c2ccno2)ccc1S(=O)(=O)N1CCN(c2ccc(F)cc2)CC1	-5%&-27%
CCc1nc2c(=O)n(CC(=O)N(CC)Cc3ccccc3)nc(C)c2s1	-15%
CCOc1ccc(C(=O)Nc2ccc(-c3nc4cc(C)ccc4o3)cc2)cc1	?
Cc1ccc(NC(=O)CCc2c[nH]c3ccccc23)cc1	2%
COc1ccc(C2=NN(c3ccc(C(=O)O)cc3)C(c3ccc(OC)c(OC)c3)C2)cc1 (stereo unspecified)	i
COc1ccccc1NC1(c2nnnn2-c2ccccc2)CCCCC1	6%
O=C(NCc1ccc(F)cc1Cl)c1noc(-c2ccc3c(c2)OCO3)n1	32µM*
Cc1noc2nc(-c3ccccc3F)cc(C(=O)NCc3ccc(N4CCOCC4)nc3)c12	2%
Cc1cc(C)c(SCC(=O)NC(C)(C)C)c(C)c1	-14%
CS(=O)(=O)N1C[C@H]2CCN(C(=O)c3cc(F)ccc3Cl)C[C@H]21	4%
CCN1CC2(CCN(C(=O)Cc3c(C)[nH]c4c(F)cccc34)CC2)OC1=O	26%
CCn1nccc1C(=O)N1CCCC1c1cc(C)no1 (stereo unspecified)	-19%
CN(C)C(=O)Cc1cccc(C(F)(F)F)c1	18%
COCC(=O)N[C@H]1CC(C)(C)[C@@H]2C[C@@](C)(O)CC[C@]12CCC(=O)N1CCN(c2ccccc2OC)CC1	1%
Cc1ccc(-c2ncc(NC(=O)c3cc(F)ccc3F)cn2)cc1	28µM*
COc1ccc(/C(C#N)=C/c2ccc(OCCOc3ccccc3)cc2)cc1OC	15%
COc1cc(Cl)c(NC(=O)C(NS(=O)(=O)c2cccs2)C(C)C)c(OC)c1 (stereo unspecified)	-7%
COc1ccc(C(CC(=O)Nc2ccc(F)c(Cl)c2)N2Cc3ccccc3C2=O)cc1OC (stereo unspecified)	-22%
C=CCn1c(-n2nc(C)cc2C)nc2c1c(=O)n(C/C=C/C)c(=O)n2C	-8%
C[C@]1(CO)C2CC[C@@H](O)[C@@H](CC(=O)N3CCC[C@H]3CO)[C@]2(C)CC[C@H]1OC(=O)Nc1cccc(F)c1 (stereo partly specified)	8%
COC(=O)c1cc(OC)c(OC)cc1NC(=O)c1cc(C(C)(C)C)oc1C	?
O=C(CN1CCN(c2ccccc2O)CC1)N1N=C(c2cc3ccccc3o2)CC1c1ccco1 (stereo unspecified)	-28%
O=C(NCc1ccc(Cl)cc1)C(=O)Nc1cccc2[nH]ccc12	3%
COc1ccc(CN2CCc3nc(N4CCOCC4)[nH]c(=O)c3CC2)cc1Br	-19%
COc1ccccc1C(=O)N1CCC2(CC1)OCCN2S(=O)(=O)c1ccc(F)c(C)c1	-2%
CN(Cc1ccc(F)cc1)C(=O)C1CCCC1	13%[86.2 µM]
NC(=O)c1cccc2[nH]c([C@H]3CCN(Cc4cccc(Cl)c4)C3)nc12	35µM*

Rewritten as comma-separated lines: part of the list above.
compound,KDM5B inhibitor
CN(Cc1ccc(F)cc1)C(=O)C1CCCC1,13%[86.2 µM]
NC(=O)c1cccc2[nH]c([C@H]3CCN(Cc4cccc(Cl)c4)C3)nc12,35µM*

Filtered by structure: the compounds so far with an NH in an aromatic ring
SMILES	KDM5B inhibitor
CCN(CCc1nc2ccc(F)cc2[nH]1)C(=O)c1cc2n(n1)CCN(C)C2	-1%
Fc1ccc2nc(C3CCN(Cc4nc(COc5ccccc5)no4)CC3)[nH]c2c1	-26%
Cc1cc(C(=O)N2C[C@@H](C)[C@H](c3nc(-c4ccccc4)no3)C2)n[nH]1	-30%
CCCC(=O)N1CCC2(CC1)NCCc1c2[nH]c2ccc(OC)cc12	?
O=C(Nc1ccc(CN2CCCC2)cc1)c1n[nH]c2ccccc12	4%
COc1cccc(/C=C(\C#N)c2nc3ccccc3[nH]2)c1OC	?
COc1ccc([C@@H]2CC(=O)C3=C(C2)Nc2[nH][nH]c(=O)c2[C@H]3c2ccccc2C(F)(F)F)cc1OC	13%
COc1ccccc1-c1cc(C(=O)NCc2c(C)cc(C)[nH]c2=O)c2c(c1)ncn2C	?
COc1ccc(N2CCN(C(=O)CCCCn3c(=O)[nH]c4ccsc4c3=O)CC2)cc1	-22%
Cc1ccc(NC(=O)CCc2c[nH]c3ccccc23)cc1	2%
CCN1CC2(CCN(C(=O)Cc3c(C)[nH]c4c(F)cccc34)CC2)OC1=O	26%
O=C(NCc1ccc(Cl)cc1)C(=O)Nc1cccc2[nH]ccc12	3%
COc1ccc(CN2CCc3nc(N4CCOCC4)[nH]c(=O)c3CC2)cc1Br	-19%
NC(=O)c1cccc2[nH]c([C@H]3CCN(Cc4cccc(Cl)c4)C3)nc12	35µM*

An excerpt, so the mix of outcomes need not match the whole.
